# From PubChem
# APP 5'UTR act: APP 5'UTR luciferase reporter activation; activation, % at 2 µM; 190,000 compounds, 1% hits; SH-SY5Y APP 5'UTR luciferase reporter, luminescence; zero percent = DMSO vehicle wells;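 active = activation above a set limit, based on mean plus 3 SD of controls, cut at about 140% in these data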; also: values of inactives mirror those of a sister screen read the other way
# HMGR II inh: inhibitors of class II HMG-CoA reductase from Enterococcus faecalis | purified E. faecalis HMGR, NADPH absorbance 340 nm kinetic | 190,000 compounds, 0.41% hits | AID 1066 | inhibition, % at 10 µM;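 active = inhibition above a set limit, the median over all tested compounds plus 3 SD, cut at about 9.5% in these data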;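 also: enzyme runs in reverse so mevalonate oxidation gives rising NADPH absorbance; 0% = complete reaction with DMSO and 100% = background rate lacking mevalonate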
# NF-kB expr up: compounds increasing NF-kB expression in human neuronal cells | NF-kB reporter expression; hits give high values | fold change at 12.5 µM | 190,000 compounds, 1.6% hits; in the data active = fold change above about 3.3
# STAT1 act: activators of IFN-gamma induced STAT1 signaling | activation (% of control), % at 5.5 µM | NIH 3T3 STAT1-luciferase reporter, luminescence; 100% = IFN-gamma alone, no compound | 200,000 compounds, 2.6% hits;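 active = activation above the screen-wide mean activation plus 3 SD, cut at about 130% in these data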;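 also: raw ratio to IFN-gamma control signal so 100% means no change and 0% no light; values of inactives mirror those of a sister screen read the other way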
# APP 5UTR inh: APP translation inhibition; SH-SY5Y APP 5'UTR-luciferase reporter, luminescence; inhibition, % at 2 µM; 190,000 compounds, 0.82% hits;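 active = inhibition above a set limit, derived from the sample mean plus 3 SD, cut at about 45% in these data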; also: values of inactives mirror those of a sister screen read the other way
# FLuc inhib CS: inhibits firefly luciferase, flagging false hits in luciferase inhibition screens; ATPLite firefly luciferase biochemical luminescence, 10 min; inhibition, % at 10 µM; 200,000 compounds, 1.5% hits; AID 1006;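 active = inhibition above about 50% when tested at 10 µM, limit read from the data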
# Target sequence (P08659 whole entry, looked up): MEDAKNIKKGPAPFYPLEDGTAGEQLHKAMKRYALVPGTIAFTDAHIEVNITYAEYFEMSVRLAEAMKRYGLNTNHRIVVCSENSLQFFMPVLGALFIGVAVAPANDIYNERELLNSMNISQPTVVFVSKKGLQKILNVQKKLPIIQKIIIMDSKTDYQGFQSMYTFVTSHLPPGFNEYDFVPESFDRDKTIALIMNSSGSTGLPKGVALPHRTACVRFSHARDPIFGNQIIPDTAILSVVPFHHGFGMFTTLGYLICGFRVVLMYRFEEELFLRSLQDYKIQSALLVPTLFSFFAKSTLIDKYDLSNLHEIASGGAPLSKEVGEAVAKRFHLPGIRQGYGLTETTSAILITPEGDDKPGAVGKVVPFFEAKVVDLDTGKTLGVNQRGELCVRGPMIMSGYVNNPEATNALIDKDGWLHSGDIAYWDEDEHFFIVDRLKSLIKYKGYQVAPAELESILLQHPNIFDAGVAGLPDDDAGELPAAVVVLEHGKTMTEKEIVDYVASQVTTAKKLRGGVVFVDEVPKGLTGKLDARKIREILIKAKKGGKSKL
# DTT redox prof: compounds producing H2O2 with reducing agent – biochemical, NIH compound library profiling, artefact control for MLSCN library redox annotation, primary screen. DTT-dependent redox cycling H2O2, phenol red/HRP absorbance; 100% = 100 µM peroxide control, 0% = buffer. activation, % at 10 µM. 200,000 compounds, 0.03% hits;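 active = activation of at least 50% relative to the plate's high and low controls in the primary single-dose screen; inactive = activation below 50%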;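 also: compound incubated with DTT at 0.8 mM final as the reducing agent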
# Hsp70 activator: Hsp70 transcriptional activation, primary screen; HeLa Hsp70 promoter luciferase reporter, luminescence; scaled: vehicle 0, proteasome-inhibitor control 100%; activation, % at 10 µM; 200,000 compounds, 0.04% hits;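 active = activation above the mean across all tested compounds plus 3 SD, cutoff set per campaign, cut at about 5.5% in these data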;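 also: 100% = MG132 at 30 µM as the positive control and 0% = DMSO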
# FLuc act counter: firefly luciferase counter-screen for stimulation assays; P08659; ATPlite luciferase biochemical, luminescence, 10 min; 0 = ATP-free wells, 1 = DMSO control; activation factor at 10 µM; 200,000 tested, under 10 active; AID 1027;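 active = luciferase activation factor, scaled between plate controls, of at least 2 with compound at 10 µM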
#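 Assay system: Luciferase/luciferin reagent mix; Medium: PBS as buffer for the ATP substrate; Dosing: test compounds dosed from 2 mM stocks in 100% DMSO; Times: 10 min, room temperature; Signal: luminescence from luciferase reaction; Read-out: luciferase activation; Controls: No-ATP low control, compound-free enzyme-plus-ATP high control.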
# G6PDH counter: inhibits Leuconostoc G6PDH, flagging false hits in G6PDH-based assays | Purified L. mesenteroides G6PDH, diaphorase/resazurin coupled fluorescence, 45 min | inhibition, % at 5 µM | 200,000 compounds, 0.12% hits; in the data active = inhibition above about 50%
# * marks the source's active call; other numbers are inactive results; · = no result given. Hits appear at their usual frequency, and some 5.3% of all compounds hit somewhere here.
SMILES,APP 5'UTR act,HMGR II inh,NF-kB expr up,STAT1 act,APP 5UTR inh,FLuc inhib CS,DTT redox prof,Hsp70 activator,FLuc act counter,G6PDH counter
Cc1ccccc1S(=O)(=O)NC1OC(=O)C(Cl)=C1Cl (stereo unspecified),6,7,0.98,84,-6,-10,-0.5,0.0,1.1,1
COc1ccc(S(=O)(=O)N2CCN(C(=O)c3cccs3)CC2)cc1OC,·,-3,1.1,·,·,-8,·,·,1.1,1
COc1cccc(CN2C(=O)N(C(C)C)C(N(O)C(=O)NC(C)C)C2(C)C)c1OC (stereo unspecified),-1,-3,1.1,100,1,-7,0.9,-0.3,1.1,-2
CCc1ccccc1S(=O)(=O)Cc1ccc(C(=O)NCc2cccs2)o1,5,9.8*,0.77,94,-5,-11,-0.3,-0.1,1.1,0
COc1ccc(S(=O)(=O)N2CCC(C(=O)Nc3cccc(Cl)c3)CC2)cc1OC,1,-5,0.53,100,-1,-4,-0.4,-0.3,1,1
COc1ccc(CNc2oc(-c3ccccc3)nc2C#N)cc1,-6,-12,0.95,102,6,-8,-0.2,0.1,1.1,-31
O=C(CN1C(=O)NC2(CCCCC2)C1=O)N1CCN(S(=O)(=O)c2ccccc2)CC1,-11,0,0.97,102,11,-5,-2.3,-0.3,1.1,5
Cn1nc2c(c1C(=O)N1CCCC(C(=O)c3cc(F)ccc3F)C1)CCCC2 (stereo unspecified),7,0,1.2,91,-7,1,-1.0,0.0,1,12
CCN(CC)C(=S)Nc1ccc([N+](=O)[O-])cc1,2,-6,0.98,93,-2,-4,0.2,-0.4,1,8
COc1ccc(-c2nc(CSCC(=O)N3CCN(C4CCCCC4)CC3)c(C)o2)cc1OC,-6,·,·,100,6,·,-1.3,-0.3,·,·
CC(C)(C)C(=O)NC(=S)NCc1ccccc1,5,-5,1,93,-5,-8,-0.5,-0.3,1.1,-3
CC1CCCC(C)N1C(=O)CSc1nnc(-c2c[nH]c3ccccc23)o1 (stereo unspecified),16,-1,1.5,121,-16,-2,0.1,0.1,1,-4
COc1cccc(CN2CCN(C(=O)CC(C)C)CC2)c1,-11,-3,0.83,103,11,-5,0.2,-0.2,1,2
Cc1nc2nc(COc3ccccc3)[nH]n2c(=O)c1C,-5,-3,1.1,111,5,1,-3.2,0.0,1,8
CN(C(=O)CN1C(=O)c2ccccc2S1(=O)=O)c1ccccc1C(=O)O,-23,1,1,100,23,-4,1.0,-0.2,1,0
CC(=O)NC1C(=O)N=C(SCC(=O)NC2CCCCC2)NC1=O (stereo unspecified),13,-8,1.1,107,-13,-6,0.2,0.2,1.1,6
O=C(CSCc1ccc(F)cc1)N1CCOCC1,-5,-3,1.5,114,5,-2,0.5,0.0,1,8
O=C(NC1c2ccccc2-c2ccccc21)N1CCOCC1,85,-2,·,106,-49,-7,0.4,-0.3,1.1,2
COc1ccc(NC(=O)CN2CCC3(O)CCCCC3C2c2cc(OC)ccc2OC)cc1 (stereo unspecified),-2,1,0.74,102,2,-6,0.3,-0.2,1.1,8
CCOC(=O)c1ccccc1NC(=O)Cn1cnc2c(oc3ccccc32)c1=O,-17,0,1.3,114,17,1,-0.4,-0.3,1,11
O=C(CCNc1ccccc1)c1cccc([N+](=O)[O-])c1,-2,-5,1.4,95,2,-2,-0.1,-0.3,1,5
O=C(OCCN=C1NS(=O)(=O)c2ccccc21)c1cccnc1,9,6,1,99,-9,-3,2.1,-0.2,1,12
Cc1ccc(S(=O)(=O)N2CCC(=O)N(CCO)CC2)cc1,12,-9,1.3,98,-12,-4,0.6,-0.2,1,8
S=C(NCc1ccccc1Cl)Nc1ccccc1Cl,18,0,1.4,93,-18,2,-0.4,-0.1,1,0
N#Cc1c(Cn2cncn2)nc(=O)n(-c2ccc(Cl)cc2)c1N,-5,-5,1.3,105,5,-3,-0.7,0.0,1,1
C1CCC2(CC1)OCC1(CO2)COC2(CCCCC2)OC1,-3,-7,1.1,97,3,-6,0.6,-0.5,1.1,1
CCOC(=O)c1c(C)[nH]c(C(=O)OCC(=O)Nc2ccc(OCC)cc2)c1C,27,-2,1.3,103,-27,-2,-1.2,-0.3,1,-4
CC1CCN(CCC(=O)Nc2ccc3c(c2)OCCO3)CC1,4,-1,1.8,100,-4,-5,-1.3,0.2,1,0
CC(C)=CCSc1nnc(CCNC(=O)OC(C)(C)C)o1,-2,0,1.3,98,2,-4,2.9,-0.2,1,21
CNc1nc(SC)nc(N(C)C#N)n1,13,-11,1.1,116,-13,-1,-1.8,0.1,1,3
CCOc1cc(C)c(S(=O)(=O)Nc2ccc(F)cc2)cc1C,-7,-8,0.82,97,7,-3,0.3,0.2,1,-4
CN(c1ccccc1)S(=O)(=O)c1ccc(C(=O)Nc2nnc(-c3ccc(F)cc3)o2)cc1,5,-5,0.96,100,-5,-9,0.1,-0.2,1.1,1
CC(=O)c1c(C)[nH]c(C(=O)OCC(=O)c2c(N)n(C)c(=O)n(C)c2=O)c1C,7,-6,1.1,100,-7,-2,9.2,0.1,1,-2
C=CCSc1nc2c(c(=O)[nH]1)C(C(C)C)C(C#N)=C(N)O2 (stereo unspecified),24,-3,0.91,100,-24,-4,-0.2,-0.2,1,-1
CCC(c1nnnn1Cc1ccc2c(c1)OCO2)N1CCN(c2ccc(F)cc2)CC1 (stereo unspecified),3,-2,0.86,100,-3,-6,2.1,-0.1,1.1,-2
O=C1CCC(C(=O)OCC(=O)c2ccccc2)N1 (stereo unspecified),1,-2,1.4,96,-1,-5,-1.2,-0.2,1,-1
N#CCC(=O)NCCCc1ccccc1,-3,-3,1.2,103,3,-6,-0.6,0.0,1.1,4
CCCCSc1nnc([C@@H](NC(=O)OC(C)(C)C)C(C)C)o1,-8,-2,1.1,91,8,-6,2.3,-0.5,1.1,3
O=C(O/N=C\c1ccc(N2CCCCC2)c([N+](=O)[O-])c1)c1cccc(Cl)c1,3,-1,1.3,102,-3,-6,-3.7,-0.4,1.1,12
COc1cccc(Nc2nnc(SCc3nc4ccccc4s3)s2)c1,38,-10,0.97,109,-38,3,0.4,-0.3,1,8
CCN(c1ccccc1)S(=O)(=O)c1cccc(C(=O)O)c1,-7,0,1.2,100,7,-6,2.0,-0.2,1.1,9
Cc1ccc2c(c1)C(c1ccc([N+](=O)[O-])cc1)=NNC(c1ccc(Br)cc1)=N2,-2,-4,1.1,106,2,-5,1.3,0.0,1.1,3
CCCCC(=O)Nc1ccc(C(=O)Nc2ccc(OC)cc2[N+](=O)[O-])cc1,-17,2,0.97,103,17,1,1.0,-0.3,1,-28
CCOC(=O)N1CCN(C(=O)c2ccc(N(Cc3ccccc3)S(C)(=O)=O)cc2)CC1,-29,2,1.3,99,29,-9,0.2,-0.2,1.1,-2
Nc1ccc2c(c1)OC1(CCCC1)O2,-40,-2,1.4,70,40,-1,-0.4,0.0,1,12
Cc1nnc(CN(C)Cc2cn[nH]c2-c2ccc(-c3ccccc3)cc2)o1,13,0,·,114,-13,0,-1.3,0.1,1,14
CC1CC(C)CN(S(=O)(=O)c2ccc(C(=O)NCc3ccc4c(c3)OCO4)cc2)C1 (stereo unspecified),·,-5,0.81,100,·,-2,0.1,-0.4,1,-2
CC(=O)NC(CCS(C)(=O)=O)C(=O)Nc1c(C)cccc1C (stereo unspecified),1,-7,1,98,-1,-4,-0.1,-0.3,1,21
Nc1ccc(C(=O)c2cccs2)cc1,18,-4,1.3,104,-18,2,-0.3,0.4,1,-3
COc1ccc(/C=N/NC(=S)SC)cc1OC,19,-5,1,96,-19,10,-0.2,-0.3,0.9,2

# Random excerpt: 5 records from the list, in no set order.
SMILES,APP 5'UTR act,HMGR II inh,NF-kB expr up,STAT1 act,APP 5UTR inh,FLuc inhib CS,DTT redox prof,Hsp70 activator,FLuc act counter,G6PDH counter
COc1ccc(/C=N/NC(=S)SC)cc1OC,19,-5,1,96,-19,10,-0.2,-0.3,0.9,2
Nc1ccc(C(=O)c2cccs2)cc1,18,-4,1.3,104,-18,2,-0.3,0.4,1,-3
CCN(c1ccccc1)S(=O)(=O)c1cccc(C(=O)O)c1,-7,0,1.2,100,7,-6,2.0,-0.2,1.1,9
Cc1ccc2c(c1)C(c1ccc([N+](=O)[O-])cc1)=NNC(c1ccc(Br)cc1)=N2,-2,-4,1.1,106,2,-5,1.3,0.0,1.1,3
Nc1ccc2c(c1)OC1(CCCC1)O2,-40,-2,1.4,70,40,-1,-0.4,0.0,1,12

# (continued)
SMILES,APP 5'UTR act,HMGR II inh,NF-kB expr up,STAT1 act,APP 5UTR inh,FLuc inhib CS,DTT redox prof,Hsp70 activator,FLuc act counter,G6PDH counter
COc1ccc(CCNC(=O)COc2ccc(S(=O)(=O)N3CCCC3)cc2)cc1,3,-1,1.1,103,-3,-4,0.0,-0.2,1,4
CCOC(=O)N1CCN(C(=O)c2ccc(C)c(S(=O)(=O)Nc3ccccc3)c2)CC1,7,4,1.4,95,-7,-4,0.8,-0.5,1,8
Cn1cccc1C(=O)OCC(=O)Nc1cccc(S(=O)(=O)N2CCOCC2)c1,4,-4,1.2,96,-4,-1,-0.6,-0.3,1,16
CC(C)(C)NC(=O)CN(C(=O)CNS(=O)(=O)c1ccccc1)c1ccc2c(c1)OCCO2,-11,1,0.98,98,11,-9,0.1,-0.1,1.1,15
COc1cc(C(=O)NCc2nnc(SCC(=O)N3CCc4ccccc43)o2)cc(OC)c1OC,2,1,1.1,104,-2,-2,2.4,-0.1,1,-17
CCCn1ncc(CN2CCN(CCc3ccccc3)C(CCO)C2)c1C (stereo unspecified),2,-2,·,102,-2,-4,-0.6,0.1,1,13
O=C1OC(Cc2ccncc2)C(O)=C1C1=NCCCN1 (stereo unspecified),-8,-4,1.1,99,8,-10,-0.5,-0.5,1.1,10
CC(=O)c1cc(-c2ccccc2)n(CC(=O)NC(C)(C)C)c1C,5,4,1.1,100,-5,-8,0.2,0.6,1.1,0
O=C(COC(=O)c1cc(Br)ccc1O)Nc1cc(S(=O)(=O)N2CCCC2)ccc1Cl,11,3,0.9,101,-11,-2,-0.3,-0.2,1,0
COC(=O)CCCSc1nccn1-c1ccccc1,15,-3,6*,92,-15,-6,-1.6,-0.4,1.1,-3
COc1ccc(CNC(=O)CCCCCn2c(SCC#N)nc3cc4c(cc3c2=O)OCO4)cc1,13,-4,1.2,100,-13,0,-0.1,-0.2,1,-35
COc1ccc(C(=O)NC(=S)Nc2ccccc2N2CCOCC2)cc1Br,12,-2,0.67,98,-12,-8,-0.2,-0.1,1.1,11
CN(Cc1nc(Cc2cccc(C(F)(F)F)c2)no1)C1CC(C)(C)NC(C)(C)C1,-13,1,1,103,13,-6,-0.2,-0.1,1.1,3
CN(C)S(=O)(=O)N(CC(=O)NCCSCc1ccccc1)c1ccccc1,0,-1,1,101,0,-6,-0.4,-0.1,1.1,5
Nc1nc(SCC(=O)Nc2cccc(Oc3ccccc3)c2)n[nH]1,3,-1,0.65,107,-3,0,0.1,0.0,1,17
O=C(Nc1ccc2c(c1)C(=O)N(CC1CCCO1)C2=O)c1ccccc1Br (stereo unspecified),-2,12*,1.1,98,2,-1,5.7,-0.5,1,-2
CCCOC(=O)CSc1nc(N)c(C#N)c(-c2ccco2)c1C#N,16,-1,0.78,99,-16,·,2.6,0.9,·,·
Nc1ncnc2c1nc(SCCO)n2Cc1ccccc1,-10,4,1.1,95,10,-2,-0.3,-0.4,1,7
